SR-BI DiI-HDL act: SR-BI HDL lipid transfer activation. CHO ldlA[mSR-BI] cells, DiI-HDL uptake fluorescence, 3 h; 100 = double the neutral-control signal. activation, % at 12.5 µM. 320,000 compounds, 0.096% hits. AID 504775;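 active = mean replicate activation of at least 60% and every replicate at or above 60%; inconclusive = mean or all-replicate condition met, but not both; inactive = mean below 60% and not all replicates reaching 60%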;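 note: 0% = median plate neutral-control signal and 100% = twice that signal; values of inactives mirror those of a sister screen read the other way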
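System: LDL receptor-deficient CHO ldlA cells overexpressing murine SR-BI | Timing: 3 h uptake period with compound, 37 °C | Medium: HEPES-buffered (25 mM, pH 7.4) F12 plus 0.5% BSA | Dosing: Single-point compound dose | Signal: Bottom-read fluorescence, 550/595 nm | Read-out: Retained DiI signal reflecting DiI-HDL uptake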
MITF TRPM1 HTS: activators of MITF-driven TRPM1 promoter activity in SK-MEL-5 cells; SK-MEL-5 TRPM1-promoter luciferase, 24 h; % of positive control, neutral wells = 0; 300,000 compounds, 0.75% hits; activation, % at 12.5 µM; AID 588334;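 active = mean activation of at least 80% with every replicate also reaching 80%; inconclusive = mean reaches 80% but some replicate falls short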;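 note: 0% = neutral control wells and 100% = parthenolide positive control wells; values of inactives mirror those of a sister screen read the other way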
dFosB activator: mouse delta FosB homodimer activation | P13346 | purified delta FosB, TAMRA-CDK5 oligo fluorescence polarization; percent of positive-control signal above neutral wells | activation, % at 25 µM | 340,000 compounds, 0.99% hits;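 active = mean activation above about 17%, with every replicate also reaching it, limit read from the data, passing the limit was not always enough; inconclusive = only one of the two conditions met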;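 note: fluorescence polarization rise as delta FosB binds a TAMRA Cdk5 AP-1 oligo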
Target sequence (P13346 whole entry, looked up): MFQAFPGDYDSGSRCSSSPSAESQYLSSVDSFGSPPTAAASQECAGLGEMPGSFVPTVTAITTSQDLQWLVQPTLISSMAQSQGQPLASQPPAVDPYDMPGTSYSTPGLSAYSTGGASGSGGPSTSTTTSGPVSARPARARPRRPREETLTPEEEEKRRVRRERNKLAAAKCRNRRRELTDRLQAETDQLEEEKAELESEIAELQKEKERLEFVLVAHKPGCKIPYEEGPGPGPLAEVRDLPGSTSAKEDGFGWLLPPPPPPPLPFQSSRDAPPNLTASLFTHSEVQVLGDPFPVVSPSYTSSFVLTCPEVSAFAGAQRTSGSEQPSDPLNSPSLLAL
CDK5 inh: CDK5/p35 (human) kinase inhibition; AID 488839; Recombinant CDK5/p35, ADP-Glo luminescence, 60 min; 330,000 compounds, 0.01% hits; inhibition, % at 10 µM;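 active = highest replicate inhibition of at least 50% and at least 75% of replicates reaching 50%; inconclusive = only one of the two criteria met; inactive = both criteria failed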;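 note: plate controls were DMSO neutral control for no effect and GW8510 at 10 µM for full effect; many of its hits are not listed in these tables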
DSG3 Ab inh: human desmoglein-3 autoantibody binding inhibition. P32926. DSG3-coupled beads, scFv-anti-DSG3-GFP binding, flow cytometry; active compounds read low. binding (percent of control), % at 10 µM. 310,000 compounds, 0.48% hits. AID 588358;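 active = binding more than 3 SD below its plate's average and above zero; inconclusive = below that plate limit but binding exactly zero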;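 note: hits lower antibody fragment binding to DSG3; some compounds called inactive have numbers as strong as hits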
Arrestin-AP2 inh: inhibitors of human beta-arrestin and AP2 interaction; 340,000 compounds, 0.31% hits; FITC-arrestin peptide / GST-AP2 beads, flow cytometry; AP2 beta2 appendage carries R879A mutation; inhibition, % at 10 µM;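 active = inhibition above a set limit, near 3 SD of compounds lacking own fluorescence, cut at about 54% in these data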;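 note: plate controls were DMSO wells for no effect and 5 µM unlabelled arrestin peptide for full effect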
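System: GST-AP2 R879A glutathione beads; medium: PBS, Tween 20 0.05%, BSA 0.1%; reagent: fluorescein-tagged arrestin peptide at 50 nM final; schedule: pre-incubation 12 min, peptide binding 1 h, room temperature; detection: flow cytometry, FL1 (488/535 nm); read-out: inhibition as reduced fluorescein signal on beads, percent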
SR-BI DiI inh: mouse SR-BI HDL lipid transfer inhibition | Q61009 | ldlA[mSR-BI] CHO cells, DiI-HDL uptake fluorescence, 3 h | inhibition, % at 12.5 µM | 320,000 compounds, 0.96% hits;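 active = mean replicate inhibition of at least 70% and a set share of replicates each scoring 70 or more; inconclusive = meets just one of the two criteria; inactive = fails both criteria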;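 note: 0% = median of neutral control wells and 100% = median of positive control wells; values of inactives mirror those of a sister screen read the other way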
PKA-R1A act: activators of PKA-R1A complex; activation, % at 11.4 µM; P00514+P68181; 340,000 compounds, 0.083% hits; PKA-R1A dissociation, Cy5-IP20 fluorescence polarization; scaled: DMSO 0%, 113 µM cGMP 100%; AID 504707;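 active = percent activation above the mean of all tested compounds plus 3 SD, cut at about 19% in these data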;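 note: higher means more PKAc released from R1A so a rise in polarization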
Mot1-301 SUMO: inhibitors of SUMOylation pathway: yeast Mot1-301 growth rescue. growth rescue, % at 18.8 µM. AID 2716. S. cerevisiae Mot1-301 growth rescue, ATP luminescence, 38.5C; percent above DMSO median, 100 means doubled. 320,000 compounds, 1% hits;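 active = every valid replicate shows activation above 250% relative to neutral control wells; inactive = the rest, any valid replicate at or below 250%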;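 note: OY570 slx delta 5 strain wells were the positive control but not used for scaling; some compounds called inactive have numbers as strong as hits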
PKA-R2B act: activates the human PKA-R2B holoenzyme complex; P22694+P31323; activation, % at 11.4 µM; PKA-R2B holoenzyme dissociation, Cy5-IP20 fluorescence polarization; R2B truncated from residue 108, S112A mutant; 0% DMSO only, 100% 113 µM cGMP; 340,000 compounds, 0.079% hits;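 active = activation above a cutoff set at the mean over all compounds plus 3 SD, cut at about 18% in these data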;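 note: higher means more holoenzyme dissociation and a rise in polarization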
Target sequence (P31323 whole entry, looked up, other chains not shown, the tested form may be a part): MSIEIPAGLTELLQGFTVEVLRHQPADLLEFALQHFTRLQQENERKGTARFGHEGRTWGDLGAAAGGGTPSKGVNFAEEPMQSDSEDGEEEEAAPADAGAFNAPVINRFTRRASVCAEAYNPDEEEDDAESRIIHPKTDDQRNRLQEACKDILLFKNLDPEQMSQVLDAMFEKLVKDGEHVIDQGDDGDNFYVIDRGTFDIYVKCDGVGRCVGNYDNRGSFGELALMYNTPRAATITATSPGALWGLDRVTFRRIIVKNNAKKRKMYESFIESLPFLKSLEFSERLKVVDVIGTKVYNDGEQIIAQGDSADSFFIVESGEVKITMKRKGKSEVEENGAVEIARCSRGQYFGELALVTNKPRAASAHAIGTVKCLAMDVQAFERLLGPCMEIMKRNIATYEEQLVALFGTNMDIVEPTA
NSD2 HMT inh: blocks human histone methyltransferase NSD2; O96028; NSD2 peptide methylation, AlphaScreen, 120 min; inhibition, % at 12.5 µM; 310,000 compounds, 0.54% hits; in the data active = inhibition above about 50%
The depositor's hits bear a star; u = inconclusive; x = no result given.

SMILES | SR-BI DiI-HDL act | MITF TRPM1 HTS | dFosB activator | CDK5 inh | DSG3 Ab inh | Arrestin-AP2 inh | SR-BI DiI inh | PKA-R1A act | Mot1-301 SUMO | PKA-R2B act | NSD2 HMT inh
COc1cccc(N2CCN(c3ccc(N4C(=O)CCC4=O)cc3[N+](=O)[O-])CC2)c1 | 8 | -2 | -4 | -1.4 | 98 | 9 | -8 | 7 | 5 | -8 | 3
COc1ccc(S(=O)(=O)N2CCN(Cc3ccc(Cl)cc3)CC2)cc1 | 25 | -19 | -9 | 0.0 | 100 | 2 | -25 | -6 | 90 | 4 | -1
O=C(CNC(=O)c1ccccc1)Sc1ccccc1 | -8 | -11 | 1 | 2.5 | 112 | 0 | 8 | 2 | x | -11 | 0
CCOc1ncccc1C(=O)NCCCSc1ccccc1 | 11 | 11 | 3 | 0.9 | 98 | 4 | -11 | 6 | -22 | 2 | -3
CCOc1ccc(NC(=O)CSCC(=O)O)cc1 | 8 | x | 0 | -0.5 | 98 | 4 | -8 | 8 | 6 | -3 | -1
O=C(Nc1ccccc1)Nc1nnc(CSCc2ccccc2Cl)s1 | -16 | 3 | u | -1.1 | 105 | 8 | 16 | -17 | 17 | -2 | 0
Cc1cc(NC(=S)NC(=O)c2ccco2)c2ccccc2n1 | 9 | 23 | -21 | 1.5 | 83 | 0 | -9 | 1 | 81 | 0 | -2
COc1ccc(CCNC(=O)CCC(=O)Nc2ccccc2[N+](=O)[O-])cc1OC | 1 | x | -1 | -0.5 | 100 | -20 | -1 | -9 | -2 | 2 | 1
C=CCN1C(=O)NC2(O)C(=O)c3ccccc3C12O (configuration not stated) | -1 | x | -6 | -4.6 | 108 | -4 | 1 | -5 | 19 | -6 | 4
CC(=O)c1ccc(NC(=O)C2(S(=O)(=O)c3ccccc3)CC2)cc1 | -2 | 2 | -17 | -0.8 | 95 | 34 | 2 | -3 | -1 | 9 | 33
O=c1cc(N2CCN(c3ccc(F)cc3)CC2)[nH]c(=O)n1Cc1ccc(F)cc1 | 0 | -15 | -2 | -1.2 | 78 | 13 | 0 | -5 | 0 | 1 | x
CCOC(=O)CCc1c(C)n(CC)c2ncnn2c1=O | 18 | x | -5 | 3.3 | 108 | 4 | -17 | 3 | -11 | 6 | x
Cc1cccc(C)c1NC(=O)C1CCCNC1 (configuration not stated) | 5 | x | -4 | -1.2 | x | 5 | -5 | -5 | -23 | 2 | 0
O=C(COC(=O)c1c2c(nc3ccccc13)CCCCC2)c1ccc(Cl)s1 | -47 | -15 | 0 | 0.4 | 96 | 7 | 47 | 1 | -7 | -3 | 4
Cc1cccc(C(C#N)c2ccc(Cl)nn2)c1 (configuration not stated) | 2 | 3 | -5 | -1.7 | 103 | 5 | -2 | x | -19 | x | 1
CC(C)OCCCn1c(=O)c2ccccc2n2c(CCC(=O)NC3CCN(Cc4ccccc4)CC3)nnc12 | 6 | 1 | -4 | 0.5 | 105 | -12 | -6 | -2 | 3 | 0 | 13
Cc1cc(C)n2nc(SCC(=O)N3CC(C)CC(C)C3)nc2n1 (configuration not stated) | 3 | -5 | 7 | 0.4 | 119 | -1 | -3 | 0 | 5 | -4 | 0
COc1ccccc1CN1CCN(C(c2ccccc2)c2ccccc2)CC1 | 12 | 9 | -4 | 1.8 | 114 | -1 | -12 | 7 | 3 | 2 | 11
Cc1nnc(NC(=O)C(C)Sc2nnc(-c3ccco3)n2C)s1 (configuration not stated) | x | -8 | -5 | 0.1 | 124 | 17 | x | 2 | 22 | -7 | -2
CC(=O)NCCNC(=O)CNC(=O)c1ccc(Cl)cc1 | 28 | -10 | -4 | -0.3 | 100 | 24 | -28 | 0 | -11 | 1 | -2
Cc1c(NC(=O)Nc2cccc(C#N)c2)c(=O)n(-c2ccccc2)n1C | 5 | 1 | -3 | -1.1 | 90 | 4 | -5 | 2 | 161 | -2 | -2
CN(C(=O)c1ccncc1)c1nnc(-c2cnccn2)s1 | -8 | 7 | 1 | 0.9 | 101 | 18 | 8 | -6 | 365* | -10 | -1
O=C(OCC(=O)N1CCN(Cc2ccccc2)CC1)c1ccc(Cl)cc1 | 11 | 14 | -2 | 0.9 | 87 | 19 | -11 | -3 | 450* | 2 | 0
CC1(C)CN=C(NC2CCCCC2)S1 | 40 | 15 | -3 | -1.0 | 81 | 1 | -40 | -2 | 4 | 2 | 0
O=C(CSC1=NS(=O)(=O)c2ccccc2N1)Nc1ccc(F)cc1 | -10 | 6 | 9 | 0.0 | 108 | -1 | 10 | -5 | -6 | -4 | x

The results go on.
SMILES | SR-BI DiI-HDL act | MITF TRPM1 HTS | dFosB activator | CDK5 inh | DSG3 Ab inh | Arrestin-AP2 inh | SR-BI DiI inh | PKA-R1A act | Mot1-301 SUMO | PKA-R2B act | NSD2 HMT inh
COC(=O)c1cccc(C(=O)Nc2cnc3ccccc3c2)n1 | -25 | 18 | -3 | 0.9 | 103 | -5 | 25 | -1 | -3 | -5 | -1
COc1cccc(-c2cc(C(=O)Nc3ccc(OC)c(OC)c3)no2)c1 | -28 | 14 | -1 | -1.0 | 97 | 2 | 28 | -3 | 35 | 1 | -5
CC1C(=O)N(c2ccc(S(=O)(=O)N(C)C)cc2)C1(/C=C/c1ccccc1)C(=O)NC1CCCC1 (configuration not stated) | 3 | 10 | 3 | 1.2 | 80 | -1 | -3 | -13 | -1 | -6 | -2
Cc1ccsc1CN(C)CC(=O)Nc1ccc([N+](=O)[O-])cc1Cl | x | 11 | -14 | -1.6 | x | 5 | x | -6 | 26 | -2 | 2
CONc1nc2nonc2nc1NOC | -12 | -3 | -3 | -2.1 | 108 | -1 | 12 | -8 | 10 | -11 | 1
O=C1CC(c2cccnc2)c2cc3c(cc2N1)OCCO3 (configuration not stated) | 15 | x | 0 | 0.0 | 98 | 23 | -15 | -4 | -13 | 3 | x
COc1ccccc1NC(=O)CCSc1nnc(-c2ccncc2)o1 | 19 | -1 | -4 | -2.2 | 110 | 6 | -19 | -6 | -4 | -5 | 1
COc1ccc(C(=O)Nc2ccc(NC(=O)c3cccs3)cc2)cc1[N+](=O)[O-] | -44 | -1 | 10 | 1.2 | 98 | 26 | 44 | -5 | -19 | 2 | -1
CCS(=O)(=O)c1nc(S(=O)(=O)c2ccc(C)cc2)c(NCc2ccccn2)s1 | 3 | -3 | -7 | 2.5 | 99 | -17 | -3 | -8 | 6 | 0 | -2
COc1ccc(/C=N/NC(=O)c2ccc3c(c2)NC(=O)C(C)(C)O3)cc1OC | x | 0 | 4 | 2.6 | 96 | -3 | x | 1 | -4 | 6 | -2
CCn1c(-c2cc(-c3ccccc3)sc2N)n[nH]c1=S | -11 | x | -3 | 2.4 | 98 | 13 | 11 | x | 11 | x | 7
CC(=O)Oc1ccc(C2C3=C(CC(C)(C)CC3=O)Nc3cc4c(cc32)OCCO4)cc1 (configuration not stated) | x | 1 | -12 | -1.6 | 93 | 0 | x | -10 | -8 | -2 | 0
Cc1ccc(-c2nc3ccccc3c(=O)n2Cc2ccccc2)cc1 | 13 | -5 | -9 | x | 86 | -9 | -13 | -7 | 3 | 2 | -3
CCN(CC)S(=O)(=O)c1ccc(N2CCCCC2)c(NC(=O)/C(C#N)=C/c2ccc(OC)cc2)c1 | -8 | 1 | -5 | 0.7 | 99 | -10 | 8 | -14 | 63 | 5 | 0
CC(=O)c1sc(NC(=O)c2cccs2)nc1C | 1 | 17 | 2 | -0.3 | 92 | 14 | -1 | 4 | 5 | -6 | 24
NS(=O)(=O)c1ccc(N2N=C(c3ccccc3)CC2c2ccccc2Br)cc1 (configuration not stated) | -45 | 2 | -3 | 1.6 | 97 | 3 | 45 | -8 | x | -2 | x
CCOc1ccc(Nc2nc(Cc3nnc(SCC(=O)NC4CCCC4)n3C)cs2)cc1 | -1 | 1 | -4 | 1.0 | 97 | -3 | 1 | -1 | 22 | 0 | 0
CC[C@]1(C(=O)OC)[C@H]2C(=O)N(C)C(=O)[C@H]2[C@H]2CN=C(SCc3ccc(OC)cc3)N21 | 1 | 8 | -2 | 11 | 110 | 7 | -1 | -5 | x | -4 | x
Cc1ccc(C(=O)Nc2nnc(S(=O)(=O)Nc3ccccc3C)s2)cc1C | 29 | x | 10 | 0.2 | 101 | 7 | -29 | -7 | -13 | -3 | x

Structures shown so far containing a furan ring, fused or not (2):
SMILES | SR-BI DiI-HDL act | MITF TRPM1 HTS | dFosB activator | CDK5 inh | DSG3 Ab inh | Arrestin-AP2 inh | SR-BI DiI inh | PKA-R1A act | Mot1-301 SUMO | PKA-R2B act | NSD2 HMT inh
Cc1cc(NC(=S)NC(=O)c2ccco2)c2ccccc2n1 | 9 | 23 | -21 | 1.5 | 83 | 0 | -9 | 1 | 81 | 0 | -2
Cc1nnc(NC(=O)C(C)Sc2nnc(-c3ccco3)n2C)s1 (configuration not stated) | x | -8 | -5 | 0.1 | 124 | 17 | x | 2 | 22 | -7 | -2

Exported with values under each structure: entries from further up.
Results follow in this order: SR-BI DiI-HDL act, MITF TRPM1 HTS, dFosB activator, CDK5 inh, DSG3 Ab inh, Arrestin-AP2 inh, SR-BI DiI inh, PKA-R1A act, Mot1-301 SUMO, PKA-R2B act, NSD2 HMT inh
COc1ccc(/C=N/NC(=O)c2ccc3c(c2)NC(=O)C(C)(C)O3)cc1OC
 : x, 0, 4, 2.6, 96, -3, x, 1, -4, 6, -2
NS(=O)(=O)c1ccc(N2N=C(c3ccccc3)CC2c2ccccc2Br)cc1 (configuration not stated)
 : -45, 2, -3, 1.6, 97, 3, 45, -8, x, -2, x
Cc1ccc(C(=O)Nc2nnc(S(=O)(=O)Nc3ccccc3C)s2)cc1C
 : 29, x, 10, 0.2, 101, 7, -29, -7, -13, -3, x
